NS5 inhibitors – Dengue-2 NS5 methyltransferase inhibitors, primary screen, biochemical, confirmation dose response (AID 588689); Dengue-2 NS5 methyltransferase capping enzyme assay, biochemical; higher % means a stronger effect; 0.3% of 340,000 active; Genome polyprotein (Dengue virus type 2 (strain 16681-PDK53)); one-dose inhibition, % at 25 µM; IC50 in µM for titrated hits; in the data active = a potency from the dose series; inconclusive = inhibition above about 29% without an active follow-up result
AID2073 – inhibitors of Mint1-CaV2.2 protein interaction, biochemical, HTRF (AID 2073) | Voltage-dependent N-type calcium channel subunit alpha-1B (Homo sapiens) | HTRF protein-protein interaction, Mint1-CaV2.2; higher % means a stronger effect | inhibition, % at 20 µM, or IC50 in µM where a hit was titrated | 0.19% of 290,000 active; in the data active = inhibition mostly above about 51%, no sharp cut-off; inconclusive = no clear call, values can overlap the other calls; inactive = mostly below about 53%; note: some results filed as inactive read as strong as hits
GPR35 antagonists – GPR35 antagonists blocking zaprinast-driven arrestin recruitment, primary screen, imaging, U2OS, beta-arrestin-GFP, zaprinast agonist (AID 2058); G-protein coupled receptor 35 (Homo sapiens); 0.052% of 290,000 active; one-dose inhibition, % at 10 µM; IC50 in µM for titrated hits; U2OS GPR35 beta-arrestin-GFP translocation imaging, zaprinast antagonism; higher % means a stronger effect;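 active = inhibition of at least 50% with at least 30 cells and total cytoplasm GFP at most 10,000,000; inconclusive = under 30 cells or total GFP of 10,000,000 plus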
Autophagy HCS – autophagy modulators in MEF cells, primary screen, imaging, high-content, MEF GFP-LC3. MEF GFP-LC3 puncta imaging; test concentration mostly 10 µM. calls only at 10 µM (by protocol). 0.98% of 190,000 active. AID 463193, 2010;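 active = percentage of spot-positive cells more than 3 SD above its plate mean, without a fluorescence outlier flag or 80% toxicity; inconclusive = no clear call, values can overlap the other calls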;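 note: spot-positive cell cutoff set from DMSO-treated cells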
K1F lysis inhibition – inhibition of K1F phage lysis, E. coli UTI89, bacterial capsule biogenesis inhibitors, alamar blue (AID 488966); E. coli UTI89 K1F phage lysis, alamar blue, 2 h; higher % means a stronger effect; one-dose inhibition, % at 100 µM; IC50 in µM for titrated hits; 0.02% of 340,000 active;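 active = phage lysis inhibition, versus mean bacterial control, above a set limit; inconclusive = no clear call, values can overlap the other calls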;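 note: capsule biogenesis inhibitors block K1F phage lysis so surviving cells raise fluorescence; higher fluorescence means more inhibition of phage lysis; actives were called in the ten point dose series up to 300 µM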
NTR1 agonist – agonists of NTR1, primary screen, imaging, U2OS cells, beta-arrestin-GFP, high content (AID 493036) | Neurotensin receptor type 1 (Homo sapiens), P30989 | NTR1-U2OS beta-arrestin-GFP spot imaging, agonist mode | activation, % at 20 µM | 0.17% of 330,000 active;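 active = activation at or above 40% of the spot to cytoplasm intensity ratio, with at least 20 cells analyzed; inconclusive = wells under 20 cells, flagged as cytotoxic or low count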;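 note: 0% = DMSO without peptide and 100% = 100 nM NTR1 peptide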
Target sequence (P30989 whole entry, looked up): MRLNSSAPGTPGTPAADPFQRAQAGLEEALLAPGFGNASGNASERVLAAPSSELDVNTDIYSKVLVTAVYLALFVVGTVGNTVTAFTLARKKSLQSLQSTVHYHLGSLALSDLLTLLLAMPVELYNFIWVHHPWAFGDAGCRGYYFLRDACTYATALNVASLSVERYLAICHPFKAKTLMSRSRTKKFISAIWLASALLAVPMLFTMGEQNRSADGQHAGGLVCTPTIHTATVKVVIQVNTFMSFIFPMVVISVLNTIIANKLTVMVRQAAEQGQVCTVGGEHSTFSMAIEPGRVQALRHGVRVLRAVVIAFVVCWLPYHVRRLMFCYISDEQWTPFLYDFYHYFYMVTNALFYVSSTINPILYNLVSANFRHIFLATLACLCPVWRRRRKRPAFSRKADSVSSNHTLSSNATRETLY
LYP inhibition – inhibitors of LYP phosphatase, biochemical, fluorescence intensity, uHTS (AID 1779); 0.054% of 290,000 active; recombinant LYP phosphatase, fluorescence intensity; higher % means a stronger effect; one-dose inhibition, % at 11.5 µM; IC50 in µM for titrated hits; in the data active = inhibition above about 50%;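 note: plate controls were vehicle with enzyme for no effect and no enzyme for full effect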
RSV antiviral HEp-2 – RSV antiviral activity via CPE protection, HEp-2 cells, primary 10 µM value included (AID 2391) | HEp-2 cells, RSV-induced CPE inhibition; higher % means a stronger effect | 0.13% of 310,000 active | CPE inhibition, % at 10 µM; hits with a dose series show IC50 in µM; in the data active = a potency from the dose series; inconclusive = CPE inhibition mostly from about 23% at the one dose, without a potency; inactive = the rest, 99 in 100 with CPE inhibition below about 21%; note: strong numbers were not always called active
WT yeast gro inh – growth inhibition of WT strain, primary screen, mitochondrial fusion inhibitor project, WT and mutant strains, chemical genetic. inhibition, % at 10 µM. 2.1% of 190,000 active. mitochondrial fusion phenotypic screen; in the data active = inhibition above about 58%; tested in S. cerevisiae
WT yeast gro inh mutant strain – second read-out of WT yeast gro inh, no call of its own (marks repeat the call); inhibition, %; mitochondrial fusion phenotypic screen, mutant strain inhibition
Autophagy HCS cell loss 18 h – also measured in Autophagy HCS; calls as there; toxicity, %; measured here: cell loss, nuclei count;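 cell loss after 18 h compound exposure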
NTR1 agonist cell count 20 µM – also measured in NTR1 agonist; calls as there; cell count; measured here: cell count, cytotoxicity flag
NS5 inhibitors pilot replicate – also measured in NS5 inhibitors; calls as there; inhibition, %; measured here: pilot screen replicate inhibition
An asterisk follows results filed as active; i = inactive; u = inconclusive; x = no result given; [ ] = remark or other dose. Random draw from the library, and some 2.6% of all compounds hit somewhere here.

SMILES	NS5 inhibitors	AID2073	GPR35 antagonists	Autophagy HCS	Autophagy HCS cell loss 18 h	K1F lysis inhibition	NTR1 agonist	NTR1 agonist cell count 20 µM	LYP inhibition	RSV antiviral HEp-2	WT yeast gro inh	WT yeast gro inh mutant strain	others
COc1ccc(NC(=O)CN(C)C(=O)CCCNC(=O)c2ccc(Cl)cc2)cc1	1%	x	x	x	x	0.9%[50 µM]	-0.8	58	x	0.8%	x	x
CC(=O)N1CCN(c2ccc(NC(=O)c3ccc4c(c3)OCCO4)cc2)CC1	2%	-1%	9%	i	-5	0.3%	-0.5	49	-5%	0.7%	5	-9
Nc1c(C=C2C=CC(=O)C=C2)c(=O)nc2sc(CC(=O)N3CCCC3)nn12	-13%	-1%	-2%	x	x	0.0%	1.7	59	3%	1.1%	x	x
Cc1ccnc(NC(=O)c2ccc(Cl)cc2Cl)n1	x	-11%	6%	i	4	x	0.1	42	-10%	1.3%	4	0
CCCCn1c(N)c(N(CCOC)C(=O)C2CCN(C(=O)c3ccc(F)cc3)CC2)c(=O)[nH]c1=O	-7%	x	x	x	x	1.1%[50 µM]	-0.3	54	x	-1.2%	x	x
Cc1nnc(SCC(=O)NCc2ccccc2)[nH]c1=O	-4%	7%	-1%	i	-1	7.5%	1.1	80	-3%	0.3%	-1	7
CC(C)(C)n1nnnc1C(c1cccnc1)N1CCN(C2CCCCC2)CC1 (stereo not given)	-4%	-2%	9%	i	19	5.1%	-0.4	40	-5%	-0.4%	3	1
CCN(CC)S(=O)(=O)c1ccc(OC)c(NC(=S)Nc2cc(C)ccc2C)c1	x	-8%	12%	i	1	x	-0.4	77	-4%	2.4%	6	6
CCCN(Cc1ccc(N(C)C)cc1)CC1CC1	-3%	7%	0%	i	-16	-0.1%[50 µM]	-1.4	41	8%	-0.6%	-2	-4
COc1ccccc1C(=O)Nc1c2c(nn1-c1cccc(C)c1C)CS(=O)(=O)C2	-4%	2%	2%	i	-5	4.5%	-0.2	78	7%	3.2%	20	13
Cc1c(NC(=O)c2ccccc2)cccc1[N+](=O)[O-]	-1%	3%	16%	i	4	5.0%	-1.3	50	-3%	2.2%	-7	-5
Oc1ccc(-c2nc3ncccn3c2Nc2ccc3c(c2)OCO3)cc1	2%	-58%	-2%	i	-9	1.0%	-1.5	88	-10%	-0.1%	6	-7
Cc1ccc(SCc2nc3ncccn3c2Br)cc1	x	-2%	-25%	x	x	x	0.3	42	-5%	9.5%	x	x
O=C(NC1(C(=O)NC2CCCCC2)CCCCC1)c1ccccn1	-9%	2%	5%	i	-4	0.7%	-0.9	80	-3%	0.8%	4	6
CCc1ccc(NC(=S)N2CCC(NC(=O)C3CCCCC3)CC2)cc1	5%	3%	-6%	x	x	0.1%	-2.3	51	-8%	2.4%	x	x
S=c1[nH]nc(COc2ccccc2)n1/N=C/c1ccc(Br)s1	-12%	-10%	-12%	i	-3	0.1%	8.6	73	4%	2.4%	-9	-7	NS5 inhibitors pilot replicate=-3.9
COc1ccc(OC)c(C(=O)c2ccc(C(=O)N3CCCCC3)cc2)c1	-1%	0%	3%	i	7	0.1%	1.3	77	-13%	0.4%	16	-6
CCC(C)NC(=O)c1ccccc1NC(=O)CN1C(=O)c2ccccc2S1(=O)=O (stereo not given)	2%	-2%	0%	i	-3	2.8%	-2.1	60	-8%	-0.6%	13	-1
CSCC[C@H](NC(=O)c1ccc(Cl)c([N+](=O)[O-])c1)c1nc2ccccc2[nH]1	-6%	-4%	8%	i	19	0.3%	4.4	70	3%	1.2%	2	9
CC1CCN(CCOc2ccc(Cl)c(Cl)c2)CC1	-7%	-3%	-10%	i	9	1.1%[50 µM]	0.8	58	-4%	0.5%	1	13
COc1cc(Cl)cc(C#N)c1OCC(=O)O	-1%	0%	-6%	i	0	0.2%	0.9	53	-4%	0.7%	10	2
Cc1ccc(C(O)(COC(=O)C(C)C)COC(=O)C(C)C)c(O)c1	-7%	8%	4%	i	11	-1.7%	-1.0	78	-4%	1.1%	0	0
COc1ccc(S(=O)(=O)Nc2ccc(F)cc2)cc1N(C)S(=O)(=O)c1ccc(Cl)cc1	0%	1%	14%	i	-10	-0.3%	7.8	40	-4%	12%	17	16
CCc1ccccc1NC(=O)CCc1c(C)nc(SC)nc1C	-5%	36%	21%	x	x	0.2%	-0.5	55	-12%	1.0%	x	x
O=C(CN1c2ccccc2Sc2ccccc21)NNC(=S)Nc1ccc(Cl)cc1	-5%	9%	2%	x	x	-0.5%	4.7	48	0%	u	x	x
COC(=O)c1ccc(N2C(=O)CC(N3CCOCC3)C2=O)cc1 (stereo not given)	6%	19%	7%	i	3	0.9%	4.2	34	-9%	1.2%	-9	6
Cc1cc(S(=O)(=O)NCCCN2CCOCC2)c(Cl)cc1Cl	11%	-4%	2%	x	x	-0.1%	-0.2	61	-6%	1.7%	x	x
CCCOc1cccc(C(=O)NC(=S)Nc2ccccc2)c1	-7%	1%	-1%	i	5	4.2%	5.0	41	7%	0.7%	18	-2
Cc1ccc(-n2cnc3cc(NCc4cccs4)ccc32)cc1	-5%	-25%	-12%	i	-1	-0.2%	3.9	78	-8%	39%	34	31
Cc1sc(NC(=O)CSc2nc(O)cc(=O)[nH]2)nc1-c1ccccc1	-3%	-4%	2%	i	11	-0.5%	-1.2	87	2%	1.8%	14	2
COc1ccc(CCNC(=O)CSc2nc(N)c3c(C)c(C)oc3n2)cc1OC	-6%	3%	9%	i	-7	0.1%	-2.1	31	-5%	0.8%	-9	-53
O=C(COc1ccc(Cl)cc1Cl)NC(=O)N1CCOCC1	-3%	38%	7%	i	-4	1.7%	-0.1	52	-10%	1.1%	-2	4
COc1cc(S(=O)(=O)NCCOC23CC4CC(CC(C4)C2)C3)c(OC)cc1Cl	-4%	2%	-8%	i	4	1.1%[50 µM]	4.0	36	0%	7.4%	15	12
Cc1cccc(-n2c(SCC(=O)N3CC(=O)Nc4ccccc43)nc3ccccc3c2=O)c1	-6%	7%	-4%	i	-3	0.5%	2.5	70	10%	5.3%	-47	10
COc1ccc(S(=O)(=O)N(C(C)=O)c2ccc3oc(=O)sc3c2)cc1	2%	1%	10%	i	5	-2.4%	0.7	86	-7%	-2.1%	23	-8
Cc1ccc(S(=O)(=O)N2CCC(C)CC2)cc1C(=O)NCc1ccccn1	-11%	-6%	15%	x	x	-0.3%	34	47	-3%	2.0%	x	x
O=C(COC(=O)c1ccccc1OCc1ccc(Cl)cc1)NC1CC1	0%	4%	4%	i	-3	3.5%	-2.3	47	-7%	1.9%	15	19
CCC1(CC)C(=O)N(C)C(=O)NC1=Nc1ccc(OC)cc1	-6%	25%	-12%	i	-9	0.5%	2.2	66	-9%	0.9%	-14	-7
Cc1sc2nc(N)sc2c1C	x	-2%	2%	i	-9	-0.7%[50 µM]	0.3	70	-8%	18%	2	-11
CCn1cc(S(=O)(=O)NCCc2ccc(F)cc2)cn1	3%	-2%	-6%	x	x	0.2%	0.4	55	-10%	0.6%	x	x

Reprinted at random: 2 compounds from above.
SMILES	NS5 inhibitors	AID2073	GPR35 antagonists	Autophagy HCS	Autophagy HCS cell loss 18 h	K1F lysis inhibition	NTR1 agonist	NTR1 agonist cell count 20 µM	LYP inhibition	RSV antiviral HEp-2	WT yeast gro inh	WT yeast gro inh mutant strain	others
COc1cc(Cl)cc(C#N)c1OCC(=O)O	-1%	0%	-6%	i	0	0.2%	0.9	53	-4%	0.7%	10	2
COc1cc(S(=O)(=O)NCCOC23CC4CC(CC(C4)C2)C3)c(OC)cc1Cl	-4%	2%	-8%	i	4	1.1%[50 µM]	4.0	36	0%	7.4%	15	12

(further entries)
SMILES	NS5 inhibitors	AID2073	GPR35 antagonists	Autophagy HCS	Autophagy HCS cell loss 18 h	K1F lysis inhibition	NTR1 agonist	NTR1 agonist cell count 20 µM	LYP inhibition	RSV antiviral HEp-2	WT yeast gro inh	WT yeast gro inh mutant strain	others
O=C(Nc1cc(Cl)ccc1-n1cncn1)c1ccc([N+](=O)[O-])o1	-3%	x	x	x	x	0.1%[50 µM]	1.2	71	x	4.8%	x	x
COc1cccc(N2C(=O)N(c3ccccc3Cl)C3CS(=O)(=O)CC32)c1 (stereo not given)	-5%	-3%	-14%	i	-8	-0.1%	0.0	95	-1%	-0.6%	-17	1
O=C(Nc1ccon1)c1nc[nH]c1C(=O)NCc1ccccc1	-9%	x	x	x	x	3.6%	2.0	59	x	-1.6%	x	x
COCCNC(=S)N/N=C/c1ccc2c(c1)OCCO2	-3%	-5%	-8%	i	-3	-0.2%	1.9	61	5%	0.5%	-3	-10
O=C(O)c1nn(-c2cccc(Cl)c2)c(=O)cc1O	3%	-3%	-6%	i	13	0.3%	0.0	92	-2%	-0.5%	0	11
COc1ccccc1OCc1ccc(C(=O)N(C)C)o1	-7%	0%	29%	i	2	0.4%	0.1	40	-8%	0.3%	-7	1
COc1ccccc1N(CC(=O)NCCSCc1ccco1)S(=O)(=O)c1ccccc1	5%	13%	-5%	x	x	-0.4%	-0.1	52	-4%	1.3%	x	x
CCOc1ccc(S(=O)(=O)N2CCN(C(=S)NCC3CCCO3)CC2)cc1 (stereo not given)	-2%	x	x	x	x	1.3%[50 µM]	0.1	66	x	0.5%	x	x
CN(C)Cc1c(C(=O)N/N=C/c2ccc(OCc3c(F)cccc3Cl)cc2)nnn1-c1nonc1N	-3%	32%	-6%	x	x	0.1%	6.3	57	-2%	-0.4%	x	x
N#C/C(=C\c1ccc(OCc2ccc(Br)cc2)cc1)C(=O)Nc1cccc(C(=O)O)c1	5%	37%	-11%	x	x	-1.3%	x	x	93%*	11%	x	x
CNC(=S)NNC(=O)c1sccc1OCc1ccccc1	5%	-36%	15%	i	-22	-0.5%	2.9	83	-3%	0.2%	5	1	NS5 inhibitors pilot replicate=0.8
C/C(=N\NC(=O)COc1cccc2ccccc12)c1cccs1	-10%	0%	-2%	x	x	0.1%	5.8	56	-6%	1.5%	x	x
C/C(=N\n1cnnc1)c1ccccc1	-8%	3%	27%	i	2	-0.5%	-1.1	26	-5%	2.4%	-3	-5
Nc1cc(=O)[nH]c2nnc(SCC(=O)Nc3cccc4ccccc34)n12	-9%	5%	-8%	x	x	-0.3%	-0.8	57	-10%	1.1%	x	x
CCOC(=O)c1ccccc1NC(=O)Cn1cnc2c(nnn2-c2ccc(C)cc2)c1=O	1%	7%	-2%	i	10	-0.6%	20	83	3%	0.6%	-4	4
O=C(NN=C1CCCCC1)c1cc(-c2ccccc2)n[nH]1	-2%	3%	-5%	i	2	0.2%	-0.9	58	6%	2.4%	-12	5
